MazF activator: activators of E. coli MazEF toxin-antitoxin RNase; FAM/BHQ RNA-DNA oligo cleavage fluorescence, 5 h; P0AE70; actives 0.32% (n = 350,000); activation, % at 20 µM; in the data active = activation above about 50%
Target sequence (P0AE70 whole entry, looked up): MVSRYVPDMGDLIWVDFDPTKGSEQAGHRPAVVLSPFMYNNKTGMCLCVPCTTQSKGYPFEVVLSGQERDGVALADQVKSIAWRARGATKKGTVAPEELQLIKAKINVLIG
3CLpro inhibitor: SARS-CoV 3CLpro protease inhibition. inhibition, % at 6 µM. recombinant SARS-CoV 3CLpro, quenched FRET peptide cleavage. P0C6X7. actives 0.14% (n = 290,000); in the data active = inhibition above about 12%
SSB-PriA inh: inhibitors of Klebsiella pneumoniae PriA binding to SSB C-terminal tail. AID 1272365. inhibition, % at 33 µM. actives 0.6% (n = 430,000). AlphaScreen SSBct-PriA binding, biotinylated peptide; in the data active = inhibition mostly above about 37%, no sharp cut-off; inactive = mostly below about 20%;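 also: plate controls were negative control peptide for no effect and reference peptide for full effect; strong numbers were not always called active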
PrPC TRFRET: cell surface PrPC inhibition, primary TR-FRET screen. P04156. TR-FRET read-out. inhibition, % at 13.8 µM. actives 0.43% (n = 370,000). AID 720596; in the data active = inhibition above about 24%; also: 0% = median of the test wells and 100% = reference compound wells
BoNT-F LC inh: BoNT F light chain protease inhibition; Multiplex microsphere protease cleavage assay, flow cytometry; inhibition, % at 10 µM; actives 0.22% (n = 360,000); AID 588497; in the data active = inhibition above about 35%, passing the limit was not always enough; inconclusive = no clear call, values can overlap the other calls; also: plate controls were buffer without enzyme for full effect and enzyme alone for no effect
Anthrax LF prot: inhibitors of Bacillus anthracis lethal factor protease; P15917; multiplex microsphere protease cleavage assay, LF; inhibition, % at 10 µM; actives 0.12% (n = 360,000); AID 588501; also: plate controls were buffer without enzyme for full effect and enzyme alone for no effect
BoNT-A LC inh2: inhibitors of Botulinum neurotoxin A light chain protease; multiplex microsphere protease substrate cleavage, flow cytometry; inhibition, % at 10 µM; actives 0.17% (n = 360,000); also: plate controls were buffer without enzyme for full effect and enzyme alone for no effect
Rv3671c inh: inhibits the M. tuberculosis serine protease Rv3671c; P9WHR9; inhibition, % at 5.96 µM; actives 0.048% (n = 320,000); in the data active = inhibition above about 38%;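 also: extracellular domain of Rv3671c used as enzyme; 0% = enzyme with DMSO and 100% = no enzyme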
Target sequence (P9WHR9 whole entry, looked up, the tested form may be a part): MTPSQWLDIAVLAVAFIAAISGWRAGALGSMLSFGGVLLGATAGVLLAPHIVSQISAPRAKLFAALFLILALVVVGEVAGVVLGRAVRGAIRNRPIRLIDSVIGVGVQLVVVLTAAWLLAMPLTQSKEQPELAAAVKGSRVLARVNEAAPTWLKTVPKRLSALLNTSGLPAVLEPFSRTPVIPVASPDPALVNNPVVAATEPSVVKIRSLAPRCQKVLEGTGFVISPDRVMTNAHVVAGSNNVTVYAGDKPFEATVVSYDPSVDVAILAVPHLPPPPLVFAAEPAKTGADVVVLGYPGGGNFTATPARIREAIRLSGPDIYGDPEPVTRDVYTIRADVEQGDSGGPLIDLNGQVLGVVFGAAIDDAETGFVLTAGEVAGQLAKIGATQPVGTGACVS
VHR inh abs: inhibitors of human VHR1 phosphatase (DUSP3); P51452; recombinant VHR phosphatase, pNPP absorbance; inhibition, % at 13.3 µM; actives 0.52% (n = 290,000); in the data active = inhibition above about 50%; also: some compounds called inactive have numbers as strong as hits
Target sequence (P51452 whole entry, looked up): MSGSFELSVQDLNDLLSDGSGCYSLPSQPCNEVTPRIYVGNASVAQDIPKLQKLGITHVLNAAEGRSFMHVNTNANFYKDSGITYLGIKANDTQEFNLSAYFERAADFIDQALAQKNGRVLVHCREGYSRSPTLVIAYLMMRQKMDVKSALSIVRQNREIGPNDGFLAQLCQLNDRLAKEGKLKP
CCHFV vOTU inh: blocks the CCHF virus ovarian tumor domain protease; CCHFV vOTU protease, Pep-AMC fluorescence; inhibition, % at 11.5 µM; actives 0.55% (n = 370,000); AID 651958; in the data active = inhibition above about 30%; also: 0% = vehicle wells with enzyme and 100% = no enzyme wells
The depositor's hits bear a star; ? = inconclusive; . = no result given; & = joins results of further samples. Rule as the data show it, unless noted: active = inhibition above about 30%; inconclusive = no clear call, values can overlap the other calls; inactive = below that.

1: Cc1onc(-c2c(Cl)cccc2Cl)c1C(=O)c1c[nH]c(C(=O)NCCCN2CCOCC2)c1
2: Cc1ccc(S(=O)(=O)c2c(COC(=O)c3ccccc3Cl)c(-c3ccccc3)nn2C)cc1
3: O=C(NCCCn1ccnc1)C(=O)c1c[nH]c2ccccc12
4: COc1cccc(C(O)c2nc(-c3cccc(C(F)(F)F)c3)cs2)c1 (centres undefined)
5: COc1ccc(-c2nc3ccc([N+](=O)[O-])cc3[nH]2)cc1
6: O=C(c1nnc(Cc2ccc(Cl)cc2)o1)N1CCc2ccccc2C1
7: CC(C)N(C(=O)Cn1cc(S(=O)(=O)CC(=O)Nc2ccccc2)c2ccccc21)C(C)C
8: COc1ccccc1NC(=O)CCN1C(=O)c2ccccc2C1=O

Compound	1	2	3	4	5	6	7	8
MazF activator	7	0	6	.	13	2	-7	10
3CLpro inhibitor	-1	5	-2	.	-2	-2	0	1
SSB-PriA inh	4	-3	3	.	12	-27	8	7
PrPC TRFRET	0	4	-11	9	-15	-2	-3	2
BoNT-F LC inh	-3	15	-8	-2	-6	1	-7	3
Anthrax LF prot	-3	-2	-7	0	-2	-8	9	7
BoNT-A LC inh2	0.0	0.6	1.0	-0.2	-0.3	-0.1	0.3	0.0
Rv3671c inh	2	-12	-3	.	-9	8	-4	1
VHR inh abs	44	31	10	.	2	4	11	10
CCHFV vOTU inh	4	-9	8	13	13	6	21	1

9: Cc1ccc(S(=O)(=O)Nc2ccc(N(C)C)cc2)cc1
10: CC(C)(C)C(=O)Oc1ccc2cc(-c3ccc4ccccc4n3)c(=O)oc2c1
11: COc1ccc(O)c(-c2c(-c3ccc(Cl)cc3)n[nH]c2C)c1
12: CCSc1ccc(-c2cccc([N+](=O)[O-])c2)nn1
13: Cc1ccc(S(=O)(=O)N2CCN(C(=O)CSc3nnc(-c4ccco4)o3)CC2)cc1
14: O=C(NCc1ccccn1)C1CCN(C2CCN(Cc3cccc(F)c3)CC2)CC1
15: Cc1ccc(SCCNC(=S)Nc2ccc(C)cc2C)cc1
16: Cc1ccc(C)c(Cn2c(CN(C)Cc3ccccc3)nc3c2c(=O)n(C)c(=O)n3C)c1

Compound	9	10	11	12	13	14	15	16
MazF activator	-1	12	-1	0	5	-19	-4	8
3CLpro inhibitor	0	2	0	-1	1	.	5	-2
SSB-PriA inh	18	-7	17	-8	-7	.	-1	-4
PrPC TRFRET	2	-11	-4	-38	-8	5	8	3
BoNT-F LC inh	-58	6	6	-10	26	-3	0	-7
Anthrax LF prot	-22	3	-5	-6	-2	-4	0	-18
BoNT-A LC inh2	0.4	0.2	0.3	-0.6	-0.1	-1.2	0.3	0.4
Rv3671c inh	-5	6	-4	9	-2	.	-8	-15
VHR inh abs	24	26	14	2	23	.	5	-4
CCHFV vOTU inh	2	-22	2	9	-11	-7	10	8

17: O=C(CSc1ccccc1C(=O)O)NC1CCCCCC1
18: CN(CC1CCCN(CCc2ccc(F)cc2)C1)C(=O)CCC(F)(F)F (centres undefined)
19: CCC/C=C(\CCC)C(NC(=O)Cc1ccccc1)c1ccc(C(=O)OC)cc1 (centres undefined)
20: FC(F)(F)c1cccc(NC(=S)N2CCCC2)c1
21: O=C(Cc1cccs1)NCCSc1c(-c2ccc(Cl)cc2)[nH]c2ccccc12
22: Cc1c(N)cccc1-c1nc2ccccc2[nH]1
23: CCN(C[C@H]1N[C@@](C)(C(=O)OC)[C@H]2C(=O)N(C)C(=O)[C@@H]12)C(=O)Nc1ccc(F)cc1
24: CCOc1ccc(NS(=O)(=O)c2ccc(C(=O)NCC(c3ccco3)N(C)C)cc2)cc1 (centres undefined)

Compound	17	18	19	20	21	22	23	24
MazF activator	7	9	0	6	9	5	7	-2
3CLpro inhibitor	0	-2	1	0	3	6	.	.
SSB-PriA inh	0	-17	-6	7	-19&18&-4	1	-3	-11
PrPC TRFRET	3	-5	.	.	9	5	-1	-4
BoNT-F LC inh	4	9	4	1	-8	-23	-2	-4
Anthrax LF prot	0	14	7	-2	-4	2	-11	0
BoNT-A LC inh2	0.5	-4.3	-0.9	2.0	-0.5	-0.8	-0.3	4.5
Rv3671c inh	4	3	-22	0	-33	0	-2	1
VHR inh abs	21	23	-7	62	0	-18	.	.
CCHFV vOTU inh	-8	-11	.	.	-14	-4	2	8

Ordered by length of the SMILES (lowest first): part of the list above.
22: Cc1c(N)cccc1-c1nc2ccccc2[nH]1
20: FC(F)(F)c1cccc(NC(=S)N2CCCC2)c1
18: CN(CC1CCCN(CCc2ccc(F)cc2)C1)C(=O)CCC(F)(F)F (centres undefined)
21: O=C(Cc1cccs1)NCCSc1c(-c2ccc(Cl)cc2)[nH]c2ccccc12
24: CCOc1ccc(NS(=O)(=O)c2ccc(C(=O)NCC(c3ccco3)N(C)C)cc2)cc1 (centres undefined)
16: Cc1ccc(C)c(Cn2c(CN(C)Cc3ccccc3)nc3c2c(=O)n(C)c(=O)n3C)c1
23: CCN(C[C@H]1N[C@@](C)(C(=O)OC)[C@H]2C(=O)N(C)C(=O)[C@@H]12)C(=O)Nc1ccc(F)cc1

Compound	22	20	18	21	24	16	23
MazF activator	5	6	9	9	-2	8	7
3CLpro inhibitor	6	0	-2	3	.	-2	.
SSB-PriA inh	1	7	-17	-19&18&-4	-11	-4	-3
PrPC TRFRET	5	.	-5	9	-4	3	-1
BoNT-F LC inh	-23	1	9	-8	-4	-7	-2
Anthrax LF prot	2	-2	14	-4	0	-18	-11
BoNT-A LC inh2	-0.8	2.0	-4.3	-0.5	4.5	0.4	-0.3
Rv3671c inh	0	0	3	-33	1	-15	-2
VHR inh abs	-18	62	23	0	.	-4	.
CCHFV vOTU inh	-4	.	-11	-14	8	8	2

(more compounds)
25: CC(NC(=O)c1csc2ccccc12)C1CCCO1 (centres undefined)
26: CCOC(=O)/C=C/C(=O)Nc1ccccc1C(=O)NC1CCCCC1
27: Oc1ccc(N=Nc2ccc3ccccc3c2)cc1
28: CC1CC(C)CN(S(=O)(=O)c2cccc(C(=O)N3C(=O)c4cccc(N)c4C3=O)c2)C1 (centres undefined)
29: Cc1cc(Br)ccc1NC(=S)Nc1cccc([N+](=O)[O-])c1
30: CCNC(=O)Nc1ccc(OC)cc1OC
31: O=C(O)CN1C(=O)/C(=C2\SC(=S)N(C(Cc3ccccc3)C(=O)O)C2=O)c2ccccc21 (centres undefined)
32: OC(CN1CCN(c2ccccc2)CC1)c1c[nH]c2ccccc12 (centres undefined)

Compound	25	26	27	28	29	30	31	32
MazF activator	10	6	19	4	-3	1	-3	-6
3CLpro inhibitor	1	-2	6	-3	1	4	2	3
SSB-PriA inh	-14	2	74	-19	1	-2	-9	-2
PrPC TRFRET	13	1	-2	5	-5	-4	-24	-5
BoNT-F LC inh	-4	-7	-4	-8	-2	-2	-40	-6
Anthrax LF prot	1	0	-3	0	-1	0	-5	-4
BoNT-A LC inh2	?	-0.3	-1.1	0.8	-0.8	0.6	-2.4	-0.3
Rv3671c inh	4	-10	-24	-5	5	0	1	-11
VHR inh abs	8	7	4	-6	9	17	-8	24
CCHFV vOTU inh	-12	-9	6	-14	-14	-4	15	-4

33: COC(=O)c1cn(C(=O)c2cc(C)cc(C)c2)c2ccccc12
34: CN(C)C(CNC(=O)c1cc(S(=O)(=O)N(C)Cc2ccccc2)ccc1Cl)c1ccco1 (centres undefined)
35: COc1ccc(/C=C/c2nc(S(=O)(=O)c3ccccc3)c(N(C)C)o2)cc1OC
36: C[C@H](CO)N1C[C@H](C)[C@@H](CN(C)Cc2ccc(-c3ccccc3)cc2)Oc2c(NC(=O)Nc3ccc(C(F)(F)F)cc3)cccc2C1=O
37: O=C(NC(=S)N1CCc2ccccc21)c1ccccc1
38: Nn1c(SCC(=O)NCC2CCCO2)nnc1-c1cc(Cl)ccc1Cl (centres undefined)
39: COc1cc(CNC(=O)c2cc(-c3ccc(F)cc3OC)n[nH]2)cc(OC)c1
40: COc1ccc(/C=N/n2cnnc2)cc1COc1ccccn1

Compound	33	34	35	36	37	38	39	40
MazF activator	19	1	-1	-12	-1	5	.	0
3CLpro inhibitor	8	.	6	.	-4	.	.	1
SSB-PriA inh	-17	9	-15	16	8	4	.	.
PrPC TRFRET	-5	4	2	-2	7	-1	5	2
BoNT-F LC inh	-2	-10	0	-5	-3	-5	2	-1
Anthrax LF prot	0	3	-2	-7	-1	-5	-1	-1
BoNT-A LC inh2	-0.3	-0.7	-0.7	-0.5	-0.4	3.5	-0.9	-1.1
Rv3671c inh	9	0	0	-8	-4	.	.	2
VHR inh abs	21	.	-3	.	0	.	.	31
CCHFV vOTU inh	-2	-5	5	4	7	9	0	-2

41: O=C(NCC(c1ccco1)N1CCCC1)c1ccccc1F (centres undefined)
42: Cc1ccc(S(=O)(=O)N2C[C@H]3n4c(=O)ccc(=O)n4C[C@H](OC(=O)Nc4cccs4)[C@@]3(O)C2)cc1
43: Cc1ccccc1NC(=S)N(Cc1cccnc1)Cc1ccco1
44: COc1ccc(-c2cc(C(=O)N/N=C/c3sccc3C)c3ccccc3n2)c(OC)c1
45: N#C/C(=C\c1ccc(F)c(Br)c1)C(=O)NC1CC1
46: Cc1ccc(S(=O)(=O)N2CCOCC2)cc1C(=O)NCc1ccccn1
47: CN(C(=O)Oc1ccc(C(=O)c2ccc(Cl)cc2)cc1)c1ccccc1
48: Cc1c(C)c2ccc(O[C@@H]3O[C@H](CO)[C@H](O)[C@H](O)[C@H]3O)cc2oc1=O
49: Cc1cc(C)n2[nH]c(=O)c(N=Nc3cccc(Cl)c3)c2n1
50: CCOc1cc(/C=N/NC(=O)CN2CCCCC2)ccc1OCc1ccccc1
51: CC1(C)Cc2cccc(Oc3ccc(S(=O)(=O)N4CCCC4)cn3)c2O1

Compound	41	42	43	44	45	46	47	48	49	50	51
MazF activator	-1	6	6	-6	-2	9	-1	3	-3	-2	3
3CLpro inhibitor	5	.	5	-3	-4	.	6	0	4	4	3
SSB-PriA inh	-17	.	-10	.	-9	-10	-6	1	4	.	-4
PrPC TRFRET	-7	-4	-1	2	9	-3	4	-1	2	-6	1
BoNT-F LC inh	10	-7	-4	-1	2	7	-3	23	-4	8	0
Anthrax LF prot	-12	5	-4	-3	-2	6	-3	3	-5	-1	-1
BoNT-A LC inh2	0.3	0.2	-1.0	1.1	2.7	-0.2	-0.6	1.4	0.1	0.5	0.1
Rv3671c inh	4	.	2	4	4	-10	-8	.	2	-8	10
VHR inh abs	16	.	-2	-8	14	.	-10	-11	14	21	8
CCHFV vOTU inh	0	-2	0	14	3	0	-7	6	-9	7	-15

Screens as filed in PubChem BioAssay.

An excerpt. The share of hits here may be higher or lower than overall.
